Rv3671c protease: inhibits the M. tuberculosis serine protease Rv3671c; P9WHR9; inhibition, % at 5.96 µM; 320,000 tested, 0.048% active; AID 2606; in the data active means inhibition above about 38%;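 further: extracellular domain of Rv3671c used as enzyme; 0% = enzyme with DMSO and 100% = no enzyme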
Target sequence (P9WHR9 whole entry, looked up, the tested form may be a part): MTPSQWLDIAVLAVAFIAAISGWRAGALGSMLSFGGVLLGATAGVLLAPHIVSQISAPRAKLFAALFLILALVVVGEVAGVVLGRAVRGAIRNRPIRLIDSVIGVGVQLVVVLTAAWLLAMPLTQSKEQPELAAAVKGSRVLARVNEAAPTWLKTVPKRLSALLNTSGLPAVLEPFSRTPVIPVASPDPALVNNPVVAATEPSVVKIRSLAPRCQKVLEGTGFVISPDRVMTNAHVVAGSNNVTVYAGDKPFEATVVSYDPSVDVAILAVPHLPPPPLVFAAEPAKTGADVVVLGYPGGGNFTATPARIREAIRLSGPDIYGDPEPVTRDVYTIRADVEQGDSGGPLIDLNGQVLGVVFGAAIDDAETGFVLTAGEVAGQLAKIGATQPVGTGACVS
Anthrax LF inh2: anthrax lethal factor protease inhibition | P15917 | multiplex microsphere protease cleavage assay, LF | inhibition, % at 10 µM | 360,000 tested, 0.12% active | AID 588501; further: plate controls were buffer without enzyme for full effect and enzyme alone for no effect
CCHF vOTU inh: blocks the CCHF virus ovarian tumor domain protease; inhibition, % at 11.5 µM; CCHFV vOTU protease, Pep-AMC fluorescence; 370,000 tested, 0.55% active; in the data active means inhibition above about 30%; further: 0% = vehicle wells with enzyme and 100% = no enzyme wells
PrPC surface inh: inhibitors of human cell surface prion protein PrPC | P04156 | TR-FRET read-out | inhibition, % at 13.8 µM | 370,000 tested, 0.43% active; in the data active means inhibition above about 24%; further: 0% = median of the test wells and 100% = reference compound wells
BoNT A protease: blocks Botulinum neurotoxin A light chain protease; multiplex microsphere protease substrate cleavage, flow cytometry; inhibition, % at 10 µM; 360,000 tested, 0.17% active; further: plate controls were buffer without enzyme for full effect and enzyme alone for no effect
VHR inh abs: blocks human VHR1 dual specificity phosphatase | recombinant VHR phosphatase, pNPP absorbance | 290,000 tested, 0.52% active | P51452 | inhibition, % at 13.3 µM; in the data active means inhibition above about 50%; further: some compounds called inactive have numbers as strong as hits
Target sequence (P51452 whole entry, looked up): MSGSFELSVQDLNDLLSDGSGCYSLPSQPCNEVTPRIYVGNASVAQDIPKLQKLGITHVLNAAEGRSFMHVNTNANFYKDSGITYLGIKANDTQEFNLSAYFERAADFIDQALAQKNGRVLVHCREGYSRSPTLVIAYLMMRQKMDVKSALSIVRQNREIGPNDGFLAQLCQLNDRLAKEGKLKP
SARS 3CLpro inh: SARS-CoV 3CLpro protease inhibition; recombinant SARS-CoV 3CLpro, quenched FRET peptide cleavage; inhibition, % at 6 µM; 290,000 tested, 0.14% active; P0C6X7; in the data active means inhibition above about 12%
SSB-PriA inh: blocks PriA binding to SSB C-terminal tail | AlphaScreen SSBct-PriA binding, biotinylated peptide | inhibition, % at 33 µM | 430,000 tested, 0.6% active; in the data active means inhibition mostly above about 37%, no sharp cut-off; inactive means mostly below about 20%;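 further: plate controls were negative control peptide for no effect and reference peptide for full effect; strong numbers were not always called active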
BoNT F protease: inhibitors of Botulinum neurotoxin F light chain protease. Multiplex microsphere protease cleavage assay, flow cytometry. 360,000 tested, 0.22% active. inhibition, % at 10 µM. AID 588497; in the data active means inhibition above about 35%, passing the limit was not always enough; inconclusive means no clear call, values can overlap the other calls; further: plate controls were buffer without enzyme for full effect and enzyme alone for no effect
MazEF act: activators of E. coli MazEF toxin-antitoxin RNase; FAM/BHQ RNA-DNA oligo cleavage fluorescence, 5 h; activation, % at 20 µM; 350,000 tested, 0.32% active; in the data active means activation above about 50%
Target sequence (P0AE70 whole entry, looked up): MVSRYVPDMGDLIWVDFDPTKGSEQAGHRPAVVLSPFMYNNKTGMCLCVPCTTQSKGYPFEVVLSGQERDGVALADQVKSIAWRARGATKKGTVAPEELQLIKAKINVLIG
* = called active by the depositor; i = inactive; ? = inconclusive; nt = not tested or not shown; & = joins results of further samples. Unless noted, no stated cut-off is given here; in the data, active means inhibition above about 30%; inconclusive means no clear call, values can overlap the other calls; inactive means below that.

Fields – Rv3671c protease, Anthrax LF inh2, CCHF vOTU inh, PrPC surface inh, BoNT A protease, VHR inh abs, SARS 3CLpro inh, SSB-PriA inh, BoNT F protease, MazEF act
> Cc1ccc(NC(=O)CCCc2nc3ccccc3c(=O)[nH]2)c(Cl)c1
  0.4, nt, -1.5, -5.3, nt, nt, nt, -31.7, nt, -2.0
> NNC(=O)c1ccc(Cn2cc(Cl)cn2)o1
  -2.4, 13.6, -2.3, 7.5, -2.2, -0.9, 1.3, -9.3, -21.9, -1.0
> Cc1ccc(S(=O)(=O)N2CCC(C(=O)OCC(=O)N(Cc3ccccc3)C(C)C)CC2)cc1C
  nt, -9.2, 26.0, -4.4, -0.3, nt, nt, nt, -1.7, 6.0
> Cc1nc2cc(C(=O)OCC(=O)NC34CC5CC(CC(C5)C3)C4)ccc2n1-c1ccccc1
  -17.7, 1.3, -0.1, -2.5, 1.5, 21.2, 6.3, 30.4, -1.3, -5.9
> COC1=C(C)C(=O)O[C@]12C(=O)C(C)=C1CCCCN3[C@H]([C@@H]4C[C@H](C)C(=O)O4)CC[C@]132
  14.5, 12.6, -4.5, 0.9, 0.2, nt, nt, -20.9, 6.0, 3.1
> O=C(CSc1cccc[n+]1[O-])Nc1ccc(N2CCOCC2)cc1
  -1.3, nt, -3.0, 1.7, nt, 15.5, 0.2, nt, nt, nt
> CCOC(=O)N1CCN(C(=O)CSCC(=O)Nc2nc(-c3ccc(OC)cc3)cs2)CC1
  10.8, -9.9, -0.4, 5.6, 0.0, -0.5, -0.1, -0.8, 1.7, -4.7
> O=C(NCC12CC3CC(CC(C3)C1)C2)c1cc2n(n1)C(C(F)(F)F)CC(c1ccco1)N2 (centres undefined)
  -9.3, 3.1, 11.0, -4.7, -0.4, 18.6, 1.7, 0.5, -1.5, 3.3
> O=C(O)CCNC(=O)OCC1c2ccccc2-c2ccccc21
  -5.5, -6.8, -4.5, -0.7, -1.8, nt, -2.8, 5.7, -23.8, 2.2
> CC(C)(C)NC(=O)/C=C/c1cccs1
  1.9, -1.5, 6.6, -8.3, -0.9, 13.1, 5.3, -4.3, -5.7, 5.2
> O=C(Nc1cccc(-c2nn[nH]n2)c1)c1csc2c1CCCC2
  -2.1, -4.8, nt, nt, -0.4, -17.2, 6.6, -0.6, -0.6, 4.7
> Cn1ncc2c(NNC(=O)Cc3ccccc3)ncnc21
  0.7, 1.8, -1.8, -2.0, 0.5, -3.8, -3.8, -16.6, -2.0, 3.0
> O=S(=O)(c1cccs1)N1CCN(CC(O)COc2cc(Cl)ccc2Cl)CC1 (centres undefined)
  -4.7, -4.9, -5.3, 12.6, -1.6, -5.0, -0.2, -16.6, -48.9, 1.2
> CCSc1nnc(NC(=O)c2ccccn2)s1
  -6.3, 0.8, 7.5, 0.0, -0.9, -4.9, 1.7, 86.4*, -0.8, 4.2
> O=c1c2c(nc3nc(NCc4cccc(Cl)c4)[nH]n13)CCC2
  -5.8, 0.3, -5.1, -4.4, -0.6, 18.5, -1.0, -8.9, -1.8, 0.7
> Cc1cccc(C(=O)NC(=S)Nc2ccc3[nH]c(=O)[nH]c3c2)c1
  -52.3, -0.9, 0.4, 13.0, -0.3, 5.2, -1.8, 0.1, -1.3, -2.0
> CCN(CC)S(=O)(=O)c1cccc(C(=O)/C=C2/N(C)c3ccccc3C2(C)C)c1
  -3.1, 5.3, 8.7, 4.3, 8.2, -1.0, 1.2, -16.6, 3.3, -6.2
> CCOC(=O)CN1C(=O)N[C@@H](c2ccc(Br)cc2)C(C(=O)OC)=C1C
  -12.5, -2.1, 0.6, 1.3, 0.0, 11.1, nt, 1.9, 6.4, 1.7
> N#Cc1c(-c2ccccc2)c(-c2ccccc2)nn(CC(=O)NNC(=O)Nc2ccc(Cl)cc2)c1=O
  -21.0, -7.5, 9.9, 1.6, -1.1, 29.8, 3.5, 18.5, ?, -0.1
> CCOc1ccc(CCNC(=O)COC(=O)c2n[nH]c3ccccc23)cc1OCC
  nt, -3.9, 0.2, 4.2, 0.3, nt, nt, nt, 4.8, -7.8
> COc1ccc(C(=O)C2CN(C)CC2c2ccc(Cl)cc2)cc1 (centres undefined)
  -1.5, 6.0, 10.4, -3.6, 0.3, -2.8, -0.4, 8.6, 5.9, 3.1
> CCSc1ccccc1C(=O)Nc1cc(OC)c(OC)c(OC)c1
  -1.6, -1.0, 6.4, -5.7, 0.0, 7.6, -1.8, -6.7, -5.1, -1.1
> Cc1occc1C(=O)N/N=C/c1ccc2c(c1)OCO2
  -5.7, nt, -9.2, 5.3, nt, 12.7, -1.2, i, nt, 13.9
> CN1CCN(Cc2c(O)ccc3cc(Br)ccc23)CC1
  -9.7, nt, -8.6, 4.2, nt, 9.0, 2.9, 2.2, nt, -26.5
> Cc1ccc(OCCNCC(O)COc2ccccc2)cc1 (centres undefined)
  -3.9, -21.2, 5.9, -1.1, 0.8, 34.4, -6.2, -1.8, -19.2, -8.1
> COc1ccc(OC)c2c(C)cc(NCCN3CCOCC3)nc12
  -4.3, -1.4, -10.7, -9.9, -0.1, -8.9, 3.1, 4.1, -10.4, -0.8
> CCN(C(=O)Cn1nc(C)c([N+](=O)[O-])c1C)c1c(N)n(Cc2ccccc2)c(=O)[nH]c1=O
  -2.1, -1.1, -7.6, -3.2, -5.1, nt, nt, -0.9, -5.5, -1.9
> COC(=O)C1(NC(=O)CNC(=O)OCc2ccccc2)CCCC1
  nt, -5.0, -9.4, -1.8, 0.1, nt, nt, -6.8, -4.0, 1.6
> CC(C)CC(=O)Nc1cc2c3c(c1)C(C)C(=O)N3CCC2 (centres undefined)
  -6.7, -0.2, 11.1, 3.4, -3.4, -14.6, -0.6, -7.8, -9.4, 2.4
> CCOc1cc(-c2nc3cc(C)ccn3c2NCC2CCCO2)ccc1O (centres undefined)
  -4.4, -7.2, -29.7, -7.7, -1.1, 13.8, -1.2, -0.1, -0.5, 0.7
> O=[N+]([O-])c1ccccc1Sc1nccn1Cc1ccccc1
  -3.9, -0.5, -10.2, -9.4, 0.2, 34.8, 1.5, 17.3, 0.4, -4.0
> Cc1cc(C(=O)OCC(=O)NC2CCS(=O)(=O)C2)c2ccccc2n1 (centres undefined)
  -2.2, -1.7, 0.1, 3.8, 0.5, 6.9, 4.0, 5.8, 2.1, 10.7
> COc1ccc(C2=NC(=O)NC2c2ccc(OC)cc2)cc1 (centres undefined)
  3.3, -1.5, -2.8, 15.6, 0.0, 3.5, 0.9, -3.2, -7.2, 4.8
> COc1ccc(-n2c(O)c(/C=C/C=Nc3ccccc3)c(=O)[nH]c2=O)cc1
  -12.8, 0.6, 20.2, 1.3, -0.1, 42.3, -6.8, nt, 4.5, -552.0
> COc1cccc(Oc2ccc(OC)cc2C(=O)O)c1
  11.1, 2.5, -3.6, -4.9, -1.5, -15.2, 3.0, -5.6, ?, 0.9
> CCOc1ccc(C(C)NC(=O)Cc2ccccc2F)cc1OCC (centres undefined)
  3.9, -1.0, 6.6, 9.1, 0.2, -0.2, -1.4, -10.8, 1.2, -3.3
> COc1ccc(Br)cc1/C=C/C(=O)NC(=S)Nc1ccc(CN2CCOCC2)cc1
  -5.2, 0.8, -11.1, -1.2, -2.2, 24.1, -1.6, 3.9, -5.4, 2.5
> COc1ccccc1CNC(=O)Nc1nc(C(N)C(C)C)cs1 (centres undefined)
  nt, -1.0, -4.6, -3.6, -0.2, nt, nt, nt, -9.2, nt
> CCOC(=O)c1sc(NC(=O)CNCc2ccccn2)c(C(=O)OCC)c1C
  -3.8, 2.2, -0.4, -1.1, -1.7, 35.5, 3.1, -6.9, -15.4, 3.4
> COC(=O)c1cc2c(s1)-c1cc(F)ccc1OC2
  -3.0, -15.9, -83.2, 0.5, -4.4, 4.3, 4.4, 4.9, ?, -14.0
> CCN1C(=O)c2cccc3c(NC(=O)c4ccc(S(=O)(=O)N5CCOCC5)cc4)ccc1c23
  0.5, 0.1, 9.7, -26.6, 0.9, 31.8, -0.8, -10.1, 14.5, -1.9
> COC(OC)C1(C)C(C#N)=C(N)Oc2c1c(=O)oc1ccccc21 (centres undefined)
  0.5, -13.5, 0.0, 6.3, -4.7, 28.0, -2.4, -1.4, -38.5, 0.7
> CCC(C)c1ccc2oc(-c3ccc(NC(=O)c4ncn[nH]4)cc3)nc2c1 (centres undefined)
  -7.6, 2.5, -10.6, 9.9, -1.0, 15.5, 1.3, 7.6, -2.5, -7.6
> Cc1cc(=O)[nH]c2ccc(S(=O)(=O)NC3CCCCC3)cc12
  -1.4, -3.1, 1.0, 4.9, -0.5, 9.2, 4.0, -18.5&-1.0, 4.9, -2.6
> Cc1cc(Cl)ccc1NC(=S)N1CCN(C(=O)C2CCCO2)CC1 (centres undefined)
  4.1, -0.4, 4.5, -5.0, -0.5, -7.2, 4.7, -24.1, -5.8, -3.6
> CC(=O)c1cc2c(cc1C)CCCC2(C)C
  nt, -0.6, 3.1, 0.3, 0.1, nt, nt, 5.8, -4.5, -28.8
> Cc1cccc(NC(=O)NNC(=O)c2cc3occc3[nH]2)c1C
  5.8, 1.5, 10.4, -2.5, 1.3, 10.7, 3.1, -2.1, 3.9, 10.2
> Cc1cccc(OCC(=O)Nc2cc(NC(=O)COc3cccc(C)c3C)cc(C(=O)O)c2)c1C
  0.4, -5.7, 11.6, 7.1, -2.9, -16.1, 7.6, -12.0, -10.8, -8.8
> Cc1ccc(S(=O)(=O)CCC(=O)OCc2nnc(-c3ccc([N+](=O)[O-])cc3)o2)cc1
  nt, nt, 5.4, -15.7, nt, nt, nt, -2.3, nt, 4.8
> C=CCNc1nc(N2CCOCC2)c(C#N)c2c1CN(C)CC2
  -2.9, -6.2, 9.8, -8.3, -0.2, -3.7, 2.8, 2.5, -1.9, 53.8*
> O=C(CN1CCCCCC1)Nc1ccc(F)c(F)c1
  1.4, -0.5, 4.4, 2.1, -0.3, 13.2, 0.8, -10.2, -5.1, 1.3
> O=C(Nc1ccccc1C(=O)NCCCN1CCOCC1)c1cccc([N+](=O)[O-])c1
  -2.9, -2.3, -2.5, -4.7, -1.4, 23.9, -9.4, 12.3, 0.6, -0.2
> CCOC(=O)c1c(C)[nH]c(C(=O)NNC(=O)c2ccc(C(C)(C)C)cc2)c1C
  -7.2, -1.4, 6.3, 17.1, -0.8, -5.4, 6.7, 1.9, -2.4, 1.0
> COc1ccccc1CNC(=O)CCc1c(C)nc2cc(-c3ccccc3OC)nn2c1C
  -4.7, 4.9, 5.9, 0.1, 0.6, 17.5, 1.3, -14.3, -9.7, -3.3
> COc1ccc(N=Cc2ccc(CNS(=O)(=O)c3ccc(Cl)cc3)o2)cc1
  -8.6, -0.1, 0.4, -2.0, -0.3, -4.5, 5.0, -9.5, -1.2, 2.5
> Cc1cccc(C)c1NC(=O)C(c1ccccc1OC(F)(F)F)N1CCN(C/C=C/c2ccccc2)CC1 (centres undefined)
  nt, -2.9, 8.2, 6.3, -0.7, nt, nt, nt, 2.3, nt
> COC(=O)c1ccccc1N=Nc1c(C)n[nH]c1C
  4.9, 8.6, -5.7, -6.6, ?, -6.5, 2.7, -1.7, ?, 6.2
> O=C(NC1CCN(S(=O)(=O)c2ccc(F)cc2)CC1)c1ccco1
  -2.1, 4.2, 3.5, 3.5, -3.8, 18.5, 6.6, 7.7, -2.7, -0.4
> COCCN(CCOC)Cc1cc(=O)oc2ccc3ccccc3c12
  nt, -7.4, -13.2, -7.0, -1.2, nt, nt, nt, -10.1, nt

Source: PubChem (several laboratories)

This is a subset; rates above refer to the full screens.
